Bioassay records: PubChem BioAssay, National Center for Advancing Translational Sciences (NCATS)
TDP1 cell noCPT = qHTS for Inhibitors of human tyrosyl-DNA phosphodiesterase 1 (TDP1): qHTS in cells in absence of CPT | AID 686978, 2013 | 15% of 420,000 active | DT40 Tdp1-/- hTDP1 cells, no CPT, ATP luminescence, 48 h | Potency, µM (titrated, usually from 46.2 µM), for inactives: at the top dose activity change, negative = growth inhibition, most hits filed as inhibitors; further: nearly all actives have a fitted effect of over 55% in size
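Cells were dispensed at 400 per well, compounds added by pin tool, plates incubated ≥48 hr at 37 °C, then CellTiter-Glo added for 30 min at room temperature before luminescence reading. Line: DT40 Tdp1-/- complemented with hTDP1; camptothecin omitted.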
TDP1 block = qHTS Assay for Inhibitors of Tyrosyl-DNA Phosphodiesterase (TDP1). Tyrosyl-DNA phosphodiesterase 1 (Homo sapiens), Q9NUW8. recombinant TDP1, AlphaScreen DNA substrate cleavage. Potency, µM (titrated, usually from 130 µM), for the others: top-dose activity change, negative = inhibition, hits mostly inhibitors. 0.28% of 350,000 active; further: nearly all actives have a fitted effect of over 40% in size
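Steps: enzyme plus compound, 15 min RT; add biotin/phosphotyrosine-FITC oligonucleotide (15 nM final), react 5 min; add donor/acceptor beads (10 ug/ml final), 10 min; read AlphaScreen. Tdp1 at 1 nM final.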
GCN5L2 inh = qHTS Assay for Inhibitors of GCN5L2. Histone acetyltransferase KAT2A (Homo sapiens), Q92830. GCN5L2 HAT assay, ThioGlo1 CoA-SH fluorescence. Potency, µM (top dose mostly 58.9 µM), inactives show top-dose activity change, negative = inhibition, hits mostly inhibitors. 0.21% of 390,000 active. AID 504327, 2011
Target sequence (Q92830 whole entry, looked up): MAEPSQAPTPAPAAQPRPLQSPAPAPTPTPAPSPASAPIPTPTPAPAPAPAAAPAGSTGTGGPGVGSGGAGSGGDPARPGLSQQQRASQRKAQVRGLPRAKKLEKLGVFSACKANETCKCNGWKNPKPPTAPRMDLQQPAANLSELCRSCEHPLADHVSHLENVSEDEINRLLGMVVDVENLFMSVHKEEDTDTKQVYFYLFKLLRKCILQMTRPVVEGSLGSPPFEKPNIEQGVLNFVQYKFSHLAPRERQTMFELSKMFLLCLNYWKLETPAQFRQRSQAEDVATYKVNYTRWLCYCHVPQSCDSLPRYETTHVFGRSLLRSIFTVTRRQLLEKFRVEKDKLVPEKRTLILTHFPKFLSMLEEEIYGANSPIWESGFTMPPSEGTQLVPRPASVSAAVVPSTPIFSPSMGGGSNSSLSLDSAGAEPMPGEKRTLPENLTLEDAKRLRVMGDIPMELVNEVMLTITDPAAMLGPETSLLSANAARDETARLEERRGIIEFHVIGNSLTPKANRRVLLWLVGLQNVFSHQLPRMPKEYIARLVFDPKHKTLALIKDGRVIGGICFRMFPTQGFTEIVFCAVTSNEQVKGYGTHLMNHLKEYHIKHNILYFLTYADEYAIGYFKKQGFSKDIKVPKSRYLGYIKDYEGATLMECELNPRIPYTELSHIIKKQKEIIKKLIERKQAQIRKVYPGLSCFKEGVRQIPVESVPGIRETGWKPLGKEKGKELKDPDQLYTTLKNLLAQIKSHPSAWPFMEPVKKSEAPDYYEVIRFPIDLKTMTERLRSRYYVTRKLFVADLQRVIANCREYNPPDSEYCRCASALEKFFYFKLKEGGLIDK
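Compounds, pin-transferred from DMSO stocks, meet 20nM GCN5L2 for 15 min before the reaction begins with H3(1-25) peptide (75uM) and acetyl-CoA (70uM). Thiol-reactive ThioGlo1 reports CoA release over 20 min at room temperature.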
Numbers without * were called inactive; ? = inconclusive; . = no result given; & = joins results of further samples; [ ] = dose if it differs, or a comment. The call rests on the fitted dose curve; in most records, active means well fitted curve in the direction sought with a large enough effect; inconclusive means small, poorly fitted or top-dose-only effect, or another doubt; inactive means no such curve, though single readings can be large; an effect the other way counts as inactive or inconclusive. On the % scale 0 is the no-effect control and ±100 the full control effect; potency means the concentration at half of the fitted maximal effect. This is a subset; the hit share may differ from the screen's.

SMILES	TDP1 block	TDP1 cell noCPT	GCN5L2 inh
CC(=O)NC(C)c1ccc(C(=O)CSc2nnc(C3CC3)n2C2CC2)cc1 (stereo unspecified)	-2%[56.1 µM]	12%	-7%
Cc1ccc2cc(C(c3nnnn3C3CCCC3)N3CCN(c4ccc(F)cc4)CC3)c(=O)[nH]c2c1 (stereo unspecified)	3%	?	-2%
O=C(CS(=O)(=O)c1ccccc1)Nc1nnc(C(F)(F)F)s1	8%	-19%	-3%
CCOc1ccc(C(=O)NCCc2csc(-c3cccnc3)n2)cc1	1%	.	-4%
CS(=O)(=O)N(CC(=O)N1CCC(C(N)=O)CC1)c1ccc(Oc2ccccc2)cc1	4%	?	-1%
COc1ccc2[nH]c(=O)c(C(c3nnnn3C3CCCC3)N(C)C3CCCCC3)cc2c1 (stereo unspecified)	4%	?	-6%
Cc1ccc(S(=O)(=O)Nc2cc3c(cc2NCc2ccccc2)n(C)c(=O)n3C)cc1	0%[12.3 µM]	16µM*	-1%
Cn1c(SCc2ccc(Br)cc2)nnc1-c1cccs1	6%	?	-3%
OCCC#Cc1ccc(CN2CCN(CCc3ccccc3)C(CCO)C2)cc1 (stereo unspecified)	.	-2%	-9%
O=C(c1ccccc1F)N1CCN(c2ccc([N+](=O)[O-])c(NCC3CCCO3)c2)CC1 (stereo unspecified)	4%	18µM*	2%
N#Cc1nc(-c2ccco2)oc1NCc1ccco1	5%	-24%	1%
CCCNC(=O)c1cc(-c2ccc3c(c2)OCO3)on1	.	-20%	-11%
COC(=O)Cc1ccc2oc(-c3cccnc3)nc2c1	3%	-3%	-7%
CCOC(=O)c1cc(CC)sc1NC(=O)c1ccc(N2CCOCC2)c([N+](=O)[O-])c1	4%	-14%	-2%
Cc1nnc(SCc2nc3ccccc3[nH]2)s1	8%	-13%	1%
CC(C)n1c(/N=C/c2ccccc2O)nc2ccccc21	5%	-8%	0%
O=C1NCC(O)=C1C=NCCCO	3%	8%	-1%
COc1cc(C(=O)NCC(=O)N/N=C/c2c(C)[nH]c3ccccc23)cc(OC)c1OC	6%	26µM*	-3%
CCC(C)[C@H](N)c1nnc(SCc2ccc(Cl)c(Cl)c2)o1 (stereo partly specified)	3%	.	-8%
c1csc(CNCCN2CCOCC2)c1	-6%	-5%	-2%
O=C(NCc1cccs1)C1CCN(S(=O)(=O)c2cccc3nsnc23)CC1	2%	-7%	2%
COc1ccccc1C(CC(=O)c1ccccc1)CC(=O)c1ccccc1	1%	?	-21%
COC(=O)CNc1cc(S(=O)(=O)N2CCCCC2)ccc1Oc1ccc(C(=O)OC)cc1	12%[0.0935 µM]	?	-27%
On1c(-c2ccc(Cl)cc2)nc2ccccc21	6%	?	-7%
O=c1[nH]c(Cc2ccccn2)nc2scc(-c3ccccc3Cl)c12	10%	?	-12%
O=C(NC(=S)NCC1CCCO1)c1ccccc1 (stereo unspecified)	3%	-10%	2%
Cc1ccc(-c2nc3n(n2)C(c2ccccc2Cl)C=C(c2ccc(Cl)cc2)N3)cc1 (stereo unspecified)	5%	?	4%
O=C(CN1CCCCC1)N/N=C/c1cc2ccccc2nc1Cl	1%	?	-5%
O=S(=O)(NCc1ccco1)c1cccc(S(=O)(=O)N2CCCCC2)c1	1%	-20%	-2%
Oc1c(C(c2ccc(Cl)cc2)N2CCCC2)cc(Cl)c2cccnc12 (stereo unspecified)	9%	5.2µM*	-15%

Remaining list, next part:
SMILES	TDP1 block	TDP1 cell noCPT	GCN5L2 inh
O=[N+]([O-])c1cccc(-c2cc(C(F)(F)F)n3nc(-c4ccccc4)cc3n2)c1	-1%	6%	-26%
Cc1cc(-c2ccccc2)nn1-c1nc2c(c(=O)[nH]c(=O)n2C)n1C	2%	-2%	-2%
CCCC1=[N+](CC(=O)c2ccc(C)cc2)CCn2cccc21	3%	18µM*	22%
Cc1ccc(C(C2C(=O)CC(C)(C)CC2=O)C2C(=O)CC(C)(C)CC2=O)s1	-14%	?	-4%
COc1ccc(Nc2ccc(Nc3ccc(OC)cc3)nn2)cc1	5%	2%	-2%
CC(C)CCN(Cc1ccco1)C(=O)Cn1ncc2c([nH]c3ccccc32)c1=O	0%	?	-7%
CC(C)Sc1nc2sc3c(c2c(=O)n1-c1ccccc1)CCCC3	4%[12.3 µM]	18µM*	0%
Cc1ccc(-c2nc3ccccc3[nH]c2=O)cc1	.	8%	0%
CCOCCn1c(N2CCCN(C)CC2)nc2ccccc21	.	-21%	1%
O=c1[nH]c(CSc2ncn[nH]2)nc2ccccc12	.	6%	-3%
COc1ccc(NC(=O)CSc2cc(C(=O)c3nccn3C)c3ccccc3n2)cc1	3%	?	-6%
CN(Cc1cn(C)nc1-c1ccc(Oc2ccccc2)cc1)CC1COCCO1 (stereo unspecified)	5%	?	-14%
O=C(COC(=O)CC1CC2CCC1C2)Nc1cccc(S(=O)(=O)NC2=NCCCCC2)c1 (stereo unspecified)	3%	29µM*	0%
O=C(NC1CCCC1)C1CCN(C(=O)NCc2ccccc2)CC1	0%	-1%	-9%
COC(CSc1nc(N)c2c3c(sc2n1)CN(C)CC3)OC	.	?	-13%
CC[C@@H](C)[C@H](NS(=O)(=O)c1ccc(C)cc1)C(=O)N1CCC(C(=O)NCC(=O)O)CC1	3%	-5%	-2%
COc1ccc(Nc2nc3ccccc3c3nnc(C)n23)cc1Cl	2%[12.3 µM]	6.5µM*	-9%
Cc1ccc(C(=O)NN(CCC(=O)NC(C)(C)C)C2=NS(=O)(=O)c3ccccc32)cc1	3%	-1%	1%
O=C(N/N=C/c1ccco1)c1cc2ccccc2o1	7%	-22%	-12%
O=C(O)C1CCN(S(=O)(=O)c2cccc3nsnc23)CC1	8%	25%	-1%
CN(c1ccccc1)S(=O)(=O)c1cccc2ccccc12	.	-24%	-8%
CC(C)NC(=O)C(=O)c1cn(C)c2ccccc12	1%	-5%	-8%
CCCNC(=O)/C=C/C(=O)O	5%	-10%	-3%
COc1ccnc(Oc2cc(Cl)cc(Cl)c2)c1C#N	.	-2%	-3%
Cc1ccc(C)c(Cn2c(=O)n(-c3ccc(Cl)cc3)c(=O)c3c(C)c(C)sc32)c1	0%	-10%	5%
CCOC(=O)/C=C(\C)Nc1cc(C)nn1-c1ccccc1	-6%	-11%	0%
O=C(COc1ccc([N+](=O)[O-])cc1)N/N=C/c1cc([N+](=O)[O-])ccc1N1CCOCC1	7%	?	-10%
O=C(CN1C(=O)NC2(CCCC2)C1=O)OCCOc1ccc(F)cc1	-4%	?	0%
COc1ccc(C(=O)Nc2nc(-c3nnn(-c4ccc(F)cc4F)c3C)ns2)cc1	0%	13µM*	2%
CCc1ccccc1NC(=O)CN(c1cc(C(F)(F)F)ccc1Cl)S(=O)(=O)c1ccccc1	.	?	-9%

Arranged by heavy-atom count (lowest first): some entries from above.
SMILES	TDP1 block	TDP1 cell noCPT	GCN5L2 inh
CCCNC(=O)/C=C/C(=O)O	5%	-10%	-3%
CC(C)NC(=O)C(=O)c1cn(C)c2ccccc12	1%	-5%	-8%
COc1ccnc(Oc2cc(Cl)cc(Cl)c2)c1C#N	.	-2%	-3%
Cn1c(SCc2ccc(Br)cc2)nnc1-c1cccs1	6%	?	-3%
CC(C)n1c(/N=C/c2ccccc2O)nc2ccccc21	5%	-8%	0%
CCOCCn1c(N2CCCN(C)CC2)nc2ccccc21	.	-21%	1%
O=C(CN1CCCCC1)N/N=C/c1cc2ccccc2nc1Cl	1%	?	-5%
O=S(=O)(NCc1ccco1)c1cccc(S(=O)(=O)N2CCCCC2)c1	1%	-20%	-2%
Cc1ccc(C)c(Cn2c(=O)n(-c3ccc(Cl)cc3)c(=O)c3c(C)c(C)sc32)c1	0%	-10%	5%
Cc1ccc(-c2nc3n(n2)C(c2ccccc2Cl)C=C(c2ccc(Cl)cc2)N3)cc1 (stereo unspecified)	5%	?	4%
COc1ccc(NC(=O)CSc2cc(C(=O)c3nccn3C)c3ccccc3n2)cc1	3%	?	-6%
Cc1ccc2cc(C(c3nnnn3C3CCCC3)N3CCN(c4ccc(F)cc4)CC3)c(=O)[nH]c2c1 (stereo unspecified)	3%	?	-2%

More compounds
SMILES	TDP1 block	TDP1 cell noCPT	GCN5L2 inh
O=S(=O)(c1ccc(NC(=S)NCc2cccnc2)cc1)N1CCCCC1	-3%	6.5µM*	-7%
O=C(c1ccc(Br)o1)N1CCC(Cc2ccccc2)CC1	10%	?	-29%
COc1cc(/C=C(\NC(C)=O)C(=O)NC(C)(C)CC(C)(C)C)ccc1OC(C)=O	1%	-12%	2%
Cc1cccc(NC(=O)CN2C(=O)S/C(=C\c3cccn3-c3cccc(C(=O)O)c3)C2=O)c1	.	2%	1%
CCC(CC)C(=O)Nc1nnc(SCC(=O)NC2CC2)s1	0%	-11%	-5%
CC(=O)c1ccc([C@@H]2C[C@]34CN(Cc5cccc(C(F)(F)F)c5)S(=O)(=O)[C@H]3C[C@H]2O4)cc1	.	?	-2%
COc1ccc(S(=O)(=O)NCC(c2ccco2)N2CCN(c3ccc(F)cc3)CC2)cc1 (stereo unspecified)	10%	?	-19%
COc1ccc(CCN=C(C)c2cc(C)c(C)cc2O)cc1OC	.	4%	-3%
O=C1/C(=C\c2ccc3c(c2)OCO3)CCC/C1=C/c1ccc2c(c1)OCO2	9%	?	-19%
CCn1c(CNc2ccc(OC)cc2)nnc1SCC(=O)Nc1ccc(F)cc1	0%	-26%	0%
CC1CCN(C(=O)c2[nH]cnc2C(=O)N2CCN(c3ccccc3)CC2)CC1	1%	-14%	-1%
COc1ccc(C(=O)N2CCN(c3ccccc3)CC2)cc1S(=O)(=O)N1CCOCC1	0%	-18%	-6%
O=C1CCc2cc(S(=O)(=O)Nc3ccccc3Cl)ccc2N1	0%&2%	-1%	-3%
O=C(COC(=O)c1n[nH]c2ccccc12)Nc1ccc(S(=O)(=O)N2CCCC2)cc1	8%	21µM*	-1%
CC(C)(C)n1cnc(C(N)=O)c1N	3%	-4%	-3%
O=C(CNC(=O)c1ccccc1)NCC(=O)OCC(=O)c1ccccc1Cl	3%	-3%	-18%
CC(C)C(CC(=O)N1CCCCC1)C1CCOC(C)(C)C1 (stereo unspecified)	6%	-13%	1%
O=c1oc2ccc3ccccc3c2cc1-c1nnc(Nc2cccc(F)c2)s1	0%[12.3 µM]	-20%	0%
CCC(C(=O)OC)n1cnc2c(oc3ccccc32)c1=O (stereo unspecified)	1%	8%	3%
Clc1cccc(N2CCN(c3nc4ccccc4c4nc(-c5cccnc5)nn34)CC2)c1	0%	?	2%
O=C(CSc1nnc(-c2ccccn2)n1-c1ccccc1)Nc1ccc2c(c1)OCO2	0%	-6%	.
COc1ccc(-c2c(C#N)c(N)nc3sc(C(=O)c4ccccc4)c(N)c23)cc1	-2%	23µM*	-12%
CC(=O)c1c(C)[nH]c(C(=O)N2CCN(c3cc(Cl)ccc3C)CC2)c1C	4%	5.8µM*	-6%
COC(=O)C(CCSC)NC(=O)Cn1ncc2c(=O)oc3ccc(C)cc3c21 (stereo unspecified)	2%	3%	2%
Cc1ccc(S(=O)(=O)N(C)C)cc1NC(=O)c1ccccc1SCC(=O)N1CCCC1	2%	?	-1%
COc1cc(CNCCCN2CCOCC2)ccc1OCC(=O)NC(C)(C)C	5%	0%	4%
CC(=O)N1CCC(=NNc2ccnc3cc(Cl)ccc23)CC1	8%	-6%	-8%
Cc1ccc2nsnc2c1S(=O)(=O)NC1CC1	5%	-15%	-3%
CCNc1nc(NCC)n2c(SCC(=O)Nc3ccc(OC)c(OC)c3)nnc2n1	-7%[0.505 µM]	-4%	0%
COCc1nnc(NC(=O)c2ccc(NC(=O)C(C)C)cc2)s1	3%	-10%	2%
Cc1cc(C(=O)O)c(S(C)(=O)=O)s1	2%	0%	8%
O=C1CC(c2nc3ccccc3n2CCC2CCCCC2)CN1c1ccccc1Cl (stereo unspecified)	5%	?	-10%

Arranged by molar mass (descending): 3 of the compounds above
SMILES	TDP1 block	TDP1 cell noCPT	GCN5L2 inh
CC(C)C(CC(=O)N1CCCCC1)C1CCOC(C)(C)C1 (stereo unspecified)	6%	-13%	1%
Cc1ccc2nsnc2c1S(=O)(=O)NC1CC1	5%	-15%	-3%
CC(C)(C)n1cnc(C(N)=O)c1N	3%	-4%	-3%
